Assay outcomes (PubChem)
GRP78 ERSR act: qHTS for Inducers of the Endoplasmic Reticulum Stress Response (ERSR) in Human Glioma: qHTS; U87-MG GRP78 promoter luciferase reporter, 16 h; Potency, µM, for the others: at the top dose activation, actives largely listed as activators; hit rate 0.02% among 420,000; AID 602332, 2012; further: potency means the concentration at half of the fitted maximal effect; series mostly up to about 76 µM; % of control where 0% means no effect; nearly all actives have a fitted effect of over 35% in size
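Stably transfected U87-MG glioma cells carrying a GRP78-based luciferase sensor; 16 h compound incubation. Luminescence end-point read 10 min after Bright-Glo addition at room temperature.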
Pol eta inh: qHTS for Inhibitors of Polymerase Eta. DNA polymerase eta (Homo sapiens), Q9Y253. Potency, µM (titrated, usually from 114 µM), for the others: at the top dose activity change, negative = inhibition, usual class: inhibitors. recombinant Pol eta, fluorescent DNA replication assay. hit rate 1.2% among 390,000; further: potency means the concentration at half of the fitted maximal effect; on the % scale 0 is the no-effect control and ±100 the full control effect
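Fluorescent replication assay: 50 nM final substrate added after a 15 min room-temperature compound preincubation with 10 nM enzyme. Signal taken at 0 min and again at 10 min.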
Apoferritin bind: qHTS Assay for Identification of Novel General Anesthetics. Ferritin light chain (Equus caballus), P02791. apoferritin/1-aminoanthracene competitive binding, fluorescence. Potency, µM (top dose mostly 77.5 µM), inactives show at the highest dose activity change, negative = displacement, hits mostly inhibitors. hit rate 0.074% among 350,000. AID 485281, 2010; further: potency means the concentration at half of the fitted maximal effect; on the % scale 0 is the no-effect control and ±100 the full control effect; nearly all actives have a fitted effect of over 20% in size
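Steps: apoferritin (10 uM) was premixed with half-saturated 1-AMA in PBS, compounds were pin-transferred, plates stood 10 min at room temperature, fluorescence was read at 380/535 nm, and curves were fitted with a Hill equation.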
POLK inh: qHTS for Inhibitors of Polymerase Kappa; DNA polymerase kappa (Homo sapiens), Q9UBT6; purified Pol kappa, fluorescent DNA synthesis assay, 10 min; Potency, µM (titrated, usually from 107 µM), without a hit: top-dose activity, negative = inhibition, actives largely listed as inhibitors; hit rate 0.53% among 400,000; AID 588579, 2011; further: potency means the concentration at half of the fitted maximal effect; on the % scale 0 is the no-effect control and ±100 the full control effect
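Readout: fluorescence, taken kinetically at 0 and 10 min. Conditions: 10 nM Pol kappa, 15 min RT compound preincubation, 50 nM substrate final. Controls: enzyme-free buffer wells.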
Pol iota inh: qHTS for Inhibitors of Polymerase Iota | Potency, µM (highest dose often 115 µM), for the others: top-dose activity, negative = inhibition, usual class: inhibitors | Pol iota fluorescent replication assay, 10 min | hit rate 1% among 390,000 | DNA polymerase iota (Homo sapiens), Q9UNA4; further: potency means the concentration at half of the fitted maximal effect
Target sequence (Q9UNA4 whole entry, looked up): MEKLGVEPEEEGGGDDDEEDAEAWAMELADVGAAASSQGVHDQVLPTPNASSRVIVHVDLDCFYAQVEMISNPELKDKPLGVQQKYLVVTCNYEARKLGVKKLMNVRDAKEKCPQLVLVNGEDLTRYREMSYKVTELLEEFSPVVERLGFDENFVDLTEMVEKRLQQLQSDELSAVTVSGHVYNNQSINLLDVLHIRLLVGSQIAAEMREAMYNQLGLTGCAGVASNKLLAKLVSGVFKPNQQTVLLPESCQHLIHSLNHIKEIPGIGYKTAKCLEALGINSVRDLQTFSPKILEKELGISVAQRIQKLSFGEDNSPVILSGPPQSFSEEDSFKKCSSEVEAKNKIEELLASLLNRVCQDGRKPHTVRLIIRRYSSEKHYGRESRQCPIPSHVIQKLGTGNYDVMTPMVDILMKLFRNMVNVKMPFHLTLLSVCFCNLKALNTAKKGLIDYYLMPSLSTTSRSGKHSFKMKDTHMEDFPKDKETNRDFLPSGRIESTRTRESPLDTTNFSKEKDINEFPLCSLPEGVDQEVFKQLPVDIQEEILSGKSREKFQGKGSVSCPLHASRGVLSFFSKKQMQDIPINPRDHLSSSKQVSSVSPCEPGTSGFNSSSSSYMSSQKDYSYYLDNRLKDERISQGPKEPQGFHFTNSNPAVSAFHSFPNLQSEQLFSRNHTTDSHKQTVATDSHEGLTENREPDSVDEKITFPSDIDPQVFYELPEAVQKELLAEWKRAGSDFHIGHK
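Fluorescent replication assay read twice, at 0 min and 10 min after adding 50 nM (final) substrate. Enzyme (10 nM) and compounds were first incubated 15 min at room temperature; enzyme-free buffer wells were negative controls.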
BLM inh: qHTS Assay for Inhibitors of Bloom's syndrome helicase (BLM) | RecQ-like DNA helicase BLM (Homo sapiens), P54132 | Potency, µM (top dose mostly 56.1 µM), without a hit: top-dose activity change, negative = inhibition, most hits filed as inhibitors | AID 2528, 2010 | hit rate 0.2% among 350,000 | recombinant BLM DNA unwinding, fluorescence dequenching;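 further: potency means the concentration at half of the fitted maximal effect; plate controls were vehicle for no effect and no enzyme for full effect; nearly all actives have a fitted effect of over 35% in size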
POLB inh: qHTS Assay for Inhibitors of DNA Polymerase Beta | Potency, µM (highest dose often 114 µM), inactives show top-dose activity change, negative = inhibition, most hits filed as inhibitors | AID 485314, 2010 | Pol beta primer extension/strand displacement, fluorescence kinetic | hit rate 1.3% among 340,000 | P06746; further: potency means the concentration at half of the fitted maximal effect; on the % scale 0 is the no-effect control and ±100 the full control effect
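Kinetic readout of DNA synthesis with strand displacement by Pol beta. Compound and 10 nM enzyme sit 15 min at room temperature; 50 nM substrate starts the reaction, read immediately and at 10 min.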
LDHA inh: qHTS assay for inhibitors of human lactate dehydrogenase; activity change, % (values are at about 110 or 230 µM); hit rate 0.15% among 480,000; AID 1347041, 2019; L-lactate dehydrogenase A chain (Homo sapiens), P00338; purified LDHA, NADH/diaphorase-resazurin fluorescence; stronger effect = lower value; in the data active means activity change below about -30%; inconclusive means mostly about -25% to -30%;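 further: plate controls were DMSO wells for no effect and wells without enzyme for full effect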
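Resorufin fluorescence (ex540/em590), read at 0 and 20 min after diaphorase/resazurin addition, reports the NADH left after a 5 min room-temperature reaction of 2 nM human LDH5 with 0.06 mM NADH and 0.2 mM pyruvate.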
APEX1 inh: qHTS Assay for Inhibitors of the Human Apurinic/apyrimidinic Endonuclease 1 (APE1). DNA repair nuclease/redox regulator APEX1 (Homo sapiens), P27695. recombinant APE1, TAMRA/BHQ-2 abasic DNA cleavage fluorescence. Potency, µM (highest dose often 65.8 µM), inactives show at the highest dose activity change, negative = inhibition, most hits filed as inhibitors. hit rate 0.35% among 350,000. AID 2517, 2012;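 further: potency means the concentration at half of the fitted maximal effect; plate controls were vehicle for no effect and reference inhibitor for full effect; nearly all actives have a fitted effect of over 55% in size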
Target sequence (P27695 whole entry, looked up): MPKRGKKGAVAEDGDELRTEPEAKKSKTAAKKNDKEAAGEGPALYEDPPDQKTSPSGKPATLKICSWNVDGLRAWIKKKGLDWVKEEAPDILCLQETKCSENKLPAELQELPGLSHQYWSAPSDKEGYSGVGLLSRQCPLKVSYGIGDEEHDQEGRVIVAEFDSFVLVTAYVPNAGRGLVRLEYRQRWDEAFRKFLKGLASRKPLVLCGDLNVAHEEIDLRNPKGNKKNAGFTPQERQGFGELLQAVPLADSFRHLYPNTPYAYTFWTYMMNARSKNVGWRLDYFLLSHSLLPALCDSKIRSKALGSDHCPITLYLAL
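Endonuclease cleavage of a quenched abasic-site DNA duplex (50 nM) by APE1 (0.75 nM) was tracked by TAMRA dequenching. Compounds were preincubated with enzyme 15 min at room temperature; data normalized to buffer-only and DMSO wells plus NSC13755 control.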
Numbers without * were called inactive; & = joins results of further samples; [ ] = dose if it differs, or a comment. Unless noted, the call rests on the fitted dose curve; in most records, active means well fitted curve in the direction sought with a large enough effect; inconclusive means small, poorly fitted or top-dose-only effect, or another doubt; inactive means no such curve, though single readings can be large; an effect the other way counts as inactive or inconclusive.

Results for COc1ccc(Nc2nc(N)c([N+](=O)[O-])c(N3CCN(C)CC3)n2)cc1 ?
GRP78 ERSR act: -6%; Pol eta inh: -6%; Apoferritin bind: -14%; POLK inh: -9%; Pol iota inh: 20%; BLM inh: -6%; POLB inh: -27%; LDHA inh: -4; APEX1 inh: 33%

How did CCN(CC(=O)NCc1ccc(F)cc1)C(=O)C1CCN(C(=O)Nc2ccccc2)CC1 do in these assays?
GRP78 ERSR act: -3%; Pol eta inh: -13%; Apoferritin bind: -11%; POLK inh: -1%; Pol iota inh: 4%; BLM inh: 2%; POLB inh: 4%; LDHA inh: -8; APEX1 inh: 1%

Results for O=C(Nc1ccc(F)cc1)Nc1nnc(-c2ccncc2)s1 ?
GRP78 ERSR act: 2%; Pol eta inh: -15%; Apoferritin bind: -7%; POLK inh: -28%; Pol iota inh: inconclusive; BLM inh: -4%; POLB inh: 76%; LDHA inh: -14; APEX1 inh: -2%

How did CCOC(=O)N1CCC(N2Cc3cccc(C(=O)NCc4ccccn4)c3C2=O)CC1 do in these assays?
GRP78 ERSR act: -6%; Pol eta inh: -1%; Apoferritin bind: -8%; POLK inh: -8%; Pol iota inh: -1%; BLM inh: 1%; POLB inh: 3%; LDHA inh: 1; APEX1 inh: -7%

How did CN(C)c1ncc2nc(-c3ccc(Cl)cc3)c(=O)n(CCC#N)c2n1 do in these assays?
GRP78 ERSR act: -1%; POLK inh: 3%[60.1 µM]; BLM inh: 3%; APEX1 inh: 2%

Results for COC(=O)C1=CN(C)C=C(C(=O)OC)C1c1ccsc1 ?
GRP78 ERSR act: -2%; Pol eta inh: -17%; Apoferritin bind: 320%[activator]; POLK inh: 3%; Pol iota inh: -1%; BLM inh: -2%; POLB inh: 2%; LDHA inh: -2; APEX1 inh: -3%

Results for O=C(c1ccc(Cl)cc1)N1CCN(c2ccnc3cc(Cl)ccc23)CC1 ?
GRP78 ERSR act: -10%; Pol eta inh: -8%; Apoferritin bind: -24%; POLK inh: 3%; Pol iota inh: 67%[activator]; BLM inh: -4%; POLB inh: -22%; LDHA inh: -12; APEX1 inh: 2%

How did Cc1ccc(C(=O)NC(=S)Nc2ccccc2C(F)(F)F)cc1 do in these assays?
GRP78 ERSR act: 1%; Pol eta inh: -12%; Apoferritin bind: inconclusive; POLK inh: -10%; Pol iota inh: 1%; BLM inh: -9%; POLB inh: 4%; LDHA inh: 0; APEX1 inh: -9%

Results for COc1cccc(-n2nnnc2SCC(=O)NC2CCCCC2)c1 ?
GRP78 ERSR act: 0%; Pol eta inh: -20%; Apoferritin bind: -15%; POLK inh: -3%; Pol iota inh: 68%[activator]; BLM inh: 0%; POLB inh: 21%; LDHA inh: -1; APEX1 inh: 29%

How did COC(=O)C1C(O)=C(C=NCC(C)N=CC2=C(O)C(C(=O)OC)C(C)(C)CC2=O)C(=O)CC1(C)C (stereo unspecified) do in these assays?
GRP78 ERSR act: -5%; Pol eta inh: 5%; Apoferritin bind: -13%; POLK inh: -9%; Pol iota inh: 6%; BLM inh: -2%; POLB inh: 17%; LDHA inh: 6; APEX1 inh: 14%

Results for O=[N+]([O-])c1cccc(OCCN2CCC(Cc3ccccc3)CC2)c1 ?
GRP78 ERSR act: -3%; Pol eta inh: -12%; Apoferritin bind: -19%; POLK inh: 1%; Pol iota inh: 46%[activator]; BLM inh: 2%; POLB inh: 10%; LDHA inh: -8; APEX1 inh: 8%

What do the screens show for `N#CC(c1ccc(Cl)cc1)(c1ncc(C(F)(F)F)cc1Cl)N1CCOCC1` (stereo unspecified)?
GRP78 ERSR act: -5%; Pol eta inh: -11%; Apoferritin bind: inconclusive; POLK inh: -10%; Pol iota inh: 12%; BLM inh: -5%; POLB inh: 6%; LDHA inh: 5; APEX1 inh: 3%

What do the screens show for `CCCCNC(=O)CCCn1c(=O)c2ccccc2n(Cc2c(C)cc(C)cc2C)c1=O`?
GRP78 ERSR act: -2%; Pol eta inh: -5%; Apoferritin bind: -4%; POLK inh: 1%; Pol iota inh: -8%; BLM inh: -6%; POLB inh: 36%; LDHA inh: -6

Results for COc1cccc(/C=C/C2=CC(C)(C)NC(=S)N2)c1 ?
GRP78 ERSR act: 0%; Pol eta inh: -13%; Apoferritin bind: -18%; POLK inh: 4%; Pol iota inh: 16%; BLM inh: 2%; POLB inh: 14%; LDHA inh: 1; APEX1 inh: 0%

How did COc1ccc(-n2nnnc2-c2cccnc2)cc1 do in these assays?
GRP78 ERSR act: 2%; Pol eta inh: 0%; Apoferritin bind: -9%; POLK inh: -10%; Pol iota inh: inconclusive; BLM inh: -3%; POLB inh: 1%; LDHA inh: -9; APEX1 inh: 4%

What do the screens show for `CCN(C(=O)COC(=O)c1ccccc1Cc1ccccc1)C1CCS(=O)(=O)C1` (stereo unspecified)?
GRP78 ERSR act: -2%; Pol eta inh: -17%; POLK inh: -2%; Pol iota inh: 25%; LDHA inh: -4; APEX1 inh: 0%

How did COCCNC(=O)CN(C(=O)CCC(=O)Nc1ccccn1)c1ccccc1F do in these assays?
GRP78 ERSR act: -2%; Pol eta inh: -1%; Apoferritin bind: -7%; POLK inh: -7%; Pol iota inh: 20%; BLM inh: -6%; POLB inh: 23%; LDHA inh: -7; APEX1 inh: -3%

What do the screens show for `O=C(Nc1nc(-c2ccc(S(=O)(=O)N3CCCC3)cc2)cs1)c1cccs1`?
GRP78 ERSR act: 4%; Pol eta inh: -14%; Apoferritin bind: 5%; POLK inh: -4%; Pol iota inh: 3%; BLM inh: -7%; POLB inh: -15%; LDHA inh: -4; APEX1 inh: -1%

What do the screens show for `COc1ccccc1NS(=O)(=O)c1cccc(C(=O)NCC(C)(C)N2CCOCC2)c1`?
GRP78 ERSR act: -2%; Pol eta inh: -23%; Apoferritin bind: -4%; POLK inh: -3%; Pol iota inh: 11%; BLM inh: -2%; POLB inh: 2%; LDHA inh: -11; APEX1 inh: -6%

Results for CCOCCCNC(=O)c1ccc(Cn2c(=O)[nH]c3ccsc3c2=O)cc1 ?
GRP78 ERSR act: 2%; Pol eta inh: -14%; Apoferritin bind: -3%; POLK inh: -22%; Pol iota inh: -20%; BLM inh: 2%; POLB inh: inconclusive; LDHA inh: -5; APEX1 inh: -4%

What do the screens show for `Cc1ccccc1NC(=O)OCCN1CCN(Cc2ccccc2)CCC1=O`?
GRP78 ERSR act: -7%&1%; Pol eta inh: -4%; Apoferritin bind: -4%[110 µM]; POLK inh: 0%[60.1 µM]; Pol iota inh: -1%; BLM inh: -2%[75.6 µM]; POLB inh: 1%; LDHA inh: -6; APEX1 inh: inconclusive

What do the screens show for `Cn1c(SCC(=O)NCC2CCCO2)nnc1-c1cccc(NC(=O)c2ccccc2F)c1` (stereo unspecified)?
GRP78 ERSR act: -6%; Pol eta inh: -5%; Apoferritin bind: -1%; POLK inh: -8%; Pol iota inh: 94%[activator]; BLM inh: 11%; POLB inh: 2%; LDHA inh: -8; APEX1 inh: -2%

What do the screens show for `CCCN1C(=O)c2ccccc2NC1c1ccc(C)cc1` (stereo unspecified)?
GRP78 ERSR act: 1%; Pol eta inh: -4%; Apoferritin bind: -8%; POLK inh: -8%; Pol iota inh: 29%; BLM inh: -2%; POLB inh: -2%; LDHA inh: -4; APEX1 inh: -4%

What do the screens show for `O=C(CCN1C(=O)c2cccc3cccc(c23)C1=O)NCc1cccnc1`?
GRP78 ERSR act: -2%; Pol eta inh: -17%; Apoferritin bind: -4%; POLK inh: -8%; Pol iota inh: 32%[activator]; BLM inh: -12%; POLB inh: 3%; LDHA inh: -6; APEX1 inh: 14%

What do the screens show for `CCOc1ccc(/C=C/C(=O)Nc2ccc3[nH]c(=O)[nH]c3c2)cc1`?
GRP78 ERSR act: 0%; Pol eta inh: inconclusive; Apoferritin bind: -11%; POLK inh: -11%; Pol iota inh: 4%; BLM inh: -14%; POLB inh: 3%; LDHA inh: -7; APEX1 inh: 1%

Results for CCOC(=O)N1CCC(N(CCN(C)C)C(=S)Nc2ccc(OCC)cc2)CC1 ?
Apoferritin bind: -3%; BLM inh: -2%; POLB inh: -3%; APEX1 inh: -7%

How did C=C(C)COc1cc2oc(=O)c(CC(=O)N3C[C@H]4C[C@@H](C3)c3cccc(=O)n3C4)c(C)c2cc1Cl do in these assays?
GRP78 ERSR act: 0%; Pol eta inh: -15%; Apoferritin bind: 7%; POLK inh: 1%; Pol iota inh: 19%; BLM inh: 1%; POLB inh: 6%; LDHA inh: -2; APEX1 inh: -5%

What do the screens show for `O=C(COc1ccccc1)N[C@@H]1c2ccccc2CC[C@@H]1OCc1ccccc1`?
GRP78 ERSR act: -6%; Pol eta inh: -17%; POLK inh: 6%; Pol iota inh: -29%; LDHA inh: 1; APEX1 inh: 7%

How did OCCN1CCN(c2nc(N3CCCCC3)nc(N3CCCCC3)n2)CC1 do in these assays?
GRP78 ERSR act: 0%; Pol eta inh: -17%; Apoferritin bind: -16%; POLK inh: -5%; Pol iota inh: 9%; BLM inh: -3%; POLB inh: 5%; LDHA inh: -1; APEX1 inh: 1%

Results for O=C(COC(=O)/C=C/c1cccc(C(F)(F)F)c1)NC1CCS(=O)(=O)C1 (stereo unspecified) ?
GRP78 ERSR act: -4%; Pol eta inh: -13%; POLK inh: 19%; Pol iota inh: 13%; LDHA inh: 1; APEX1 inh: -3%

An excerpt; count on the stated rates, not on these rows.
